G9a block: blocks human histone lysine methyltransferase G9a | Q96KQ7 | G9a H3K9 monomethylation, AlphaScreen, 2 h | Potency, µM (doses to about 102 µM), for the others: top-dose activity, negative = inhibition, hits mostly inhibitors | 350,000 tested, 8.8% active | AID 504332; also: potency is read from the fitted curve at half-maximal effect; % is scaled to controls: 0 for no effect and ±100 for the full control effect; nearly all actives have a fitted effect of over 75% in size
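Step 1: enzyme (final 20 nM) with compound, 15 min RT. Step 2: substrate peptide 500 nM and SAM 20 uM, 2 h RT. Step 3: anti-H3K9me1 antibody and AlphaScreen beads, 10 min, then plate read.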
JMJD2A Tudor inh: JMJD2A Tudor domain (human) inhibition; O75164; AlphaScreen JMJD2A-Tudor / H3K4me3 peptide binding; 390,000 tested, 4.4% active; AID 504339; Potency, µM (doses to about 114 µM), without a hit: at the highest dose activity change, negative = inhibition, most hits filed as inhibitors; also: potency is read from the fitted curve at half-maximal effect; % is scaled to controls: 0 for no effect and ±100 for the full control effect; nearly all actives have a fitted effect of over 50% in size
HP1b chromo inh: inhibitors of HP1-beta chromodomain binding to methylated histone tails | P83916 | AlphaScreen HP1-beta / biotin-H3K9me3 peptide binding | Potency, µM (doses to about 114 µM), for inactives: at the highest dose activity change, negative = inhibition, actives largely listed as inhibitors | 390,000 tested, 0.56% active | AID 540317; also: potency is read from the fitted curve at half-maximal effect; nearly all actives have a fitted effect of over 70% in size; inactives centre near 23
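AlphaScreen: HP1-beta (50 nM) preformed 30 min with biotin-H3(1-18)K9me3 peptide (50 nM) in PBS pH 7.4, 0.01% Tween-20. Compound added for 30 min at RT, then streptavidin donor/nickel chelate acceptor beads (10 ug/mL) for 30 min.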
GLS inhibitor: blocks human kidney-isoform glutaminase activity. Potency, µM (top dose mostly 45.5 µM), inactives show at the highest dose activity change, negative = inhibition, usual class: inhibitors. 410,000 tested, 0.21% active. AID 624170. GLS enzymatic activity, qHTS titration; also: potency is read from the fitted curve at half-maximal effect; % is scaled to controls: 0 for no effect and ±100 for the full control effect
Target sequence (O94925 whole entry, looked up, canonical isoform): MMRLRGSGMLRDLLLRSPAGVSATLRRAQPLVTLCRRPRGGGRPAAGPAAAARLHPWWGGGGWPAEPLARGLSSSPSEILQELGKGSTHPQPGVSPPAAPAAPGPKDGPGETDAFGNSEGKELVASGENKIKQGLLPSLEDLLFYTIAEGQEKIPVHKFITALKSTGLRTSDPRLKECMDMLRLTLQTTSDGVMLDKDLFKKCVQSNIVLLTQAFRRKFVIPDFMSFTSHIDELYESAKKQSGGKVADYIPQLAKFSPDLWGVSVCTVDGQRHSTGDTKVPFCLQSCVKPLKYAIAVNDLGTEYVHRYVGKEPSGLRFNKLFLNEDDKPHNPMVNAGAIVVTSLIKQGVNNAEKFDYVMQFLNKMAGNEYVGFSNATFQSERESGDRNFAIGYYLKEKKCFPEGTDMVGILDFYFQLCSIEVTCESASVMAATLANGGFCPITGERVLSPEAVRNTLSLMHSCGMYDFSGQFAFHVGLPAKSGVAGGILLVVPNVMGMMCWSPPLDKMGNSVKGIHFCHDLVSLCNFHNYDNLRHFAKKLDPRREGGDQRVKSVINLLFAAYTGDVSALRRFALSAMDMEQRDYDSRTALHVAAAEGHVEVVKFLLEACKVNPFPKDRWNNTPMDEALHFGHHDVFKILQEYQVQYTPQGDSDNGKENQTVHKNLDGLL
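Assay buffer: 45 mM KH2PO4 pH 8.2, 0.02% Tween-20. hKGA acts on L-glutamine (1 mM solution added); product glutamate is reported by an oxidase/peroxidase Amplex Red coupling, with fluorescence taken at baseline and 30 min.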
PGK inhibitor: blocks T. brucei phosphoglycerate kinase. P07378. PGK/GAPDH coupled, Kinase-Glo luminescence, 60 min. Potency, µM (series often up to 57.5 µM), for the others: at the highest dose activity change, negative = inhibition, actives largely listed as inhibitors. 380,000 tested, 0.043% active; also: potency is read from the fitted curve at half-maximal effect; % is scaled to controls: 0 for no effect and ±100 for the full control effect; nearly all actives have a fitted effect of over 60% in size
Target sequence (P07378 whole entry, looked up): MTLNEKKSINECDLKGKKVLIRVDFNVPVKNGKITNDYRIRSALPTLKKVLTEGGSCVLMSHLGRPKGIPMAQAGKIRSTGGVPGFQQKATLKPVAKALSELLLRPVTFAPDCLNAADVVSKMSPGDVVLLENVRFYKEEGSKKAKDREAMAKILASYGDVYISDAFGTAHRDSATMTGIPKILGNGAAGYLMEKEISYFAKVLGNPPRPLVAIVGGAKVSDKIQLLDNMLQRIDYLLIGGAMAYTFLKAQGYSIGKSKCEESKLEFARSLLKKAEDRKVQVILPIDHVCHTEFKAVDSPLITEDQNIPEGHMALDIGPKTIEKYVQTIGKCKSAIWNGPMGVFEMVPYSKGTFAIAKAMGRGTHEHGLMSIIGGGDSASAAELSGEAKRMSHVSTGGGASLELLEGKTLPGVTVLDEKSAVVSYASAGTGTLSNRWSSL
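Recombinant glycosomal PGK reaction used 1,3-bisphosphoglycerate generated in-well by GAPDH (100nM final) in 100mM TEA pH 7.6, 5mM MgCl2, 0.01% Tween-20. After 60 minutes at room temperature, ATP was read by Kinase-Glo Plus luminescence end-point.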
Pin1 inhibitor: inhibitors of human Pin1; Q13526; Pin1 FP peptide displacement, HiFluor488, 10 min; 390,000 tested, 0.009% active; Potency, µM (series often up to 115 µM), for the others: at the highest dose activity, negative = inhibition, most hits filed as inhibitors; active = well fitted inhibition curve with a large enough effect in the polarisation, with a control signal flat, not every such curve was filed as active; inconclusive = small, poorly fitted or top-dose-only effect, or effect the other way, or a change in a side signal; inactive = no such curve, though single readings can be large or run the other way; the % refers to the polarisation; also: potency is read from the fitted curve at half-maximal effect; % is scaled to controls: 0 for no effect and ±100 for the full control effect
BAZ2B block: inhibitors of human BAZ2B bromodomain | Q9UIF8 | AlphaScreen BAZ2B-H3K14Ac peptide displacement | Potency, µM (doses to about 114 µM), inactives show at the highest dose activity change, negative = inhibition, usual class: inhibitors | 360,000 tested, 4.4% active; also: potency is read from the fitted curve at half-maximal effect; % is scaled to controls: 0 for no effect and ±100 for the full control effect; nearly all actives have a fitted effect of over 60% in size
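AlphaScreen displacement of biotin-H3(5-23)K14Ac peptide (50 nM final) from BAZ2B (50 nM final) in PBS pH 7.4, 0.01% Tween-20; complex preformed 30 min RT, then compounds (top 110 uM) 30 min RT, beads 20 min dark.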
POLH inh: blocks human DNA polymerase eta activity; Potency, µM (doses to about 114 µM), for inactives: at the highest dose activity change, negative = inhibition, hits mostly inhibitors; 390,000 tested, 1.2% active; Q9Y253; recombinant Pol eta, fluorescent DNA replication assay; AID 588591; also: potency is read from the fitted curve at half-maximal effect; % is scaled to controls: 0 for no effect and ±100 for the full control effect
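Pol eta at 10 nM preincubated with compounds 15 min at room temperature; reaction started with fluorescent substrate (50 nM final) and read kinetically at 0 and 10 min.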
PI4K2A block: blocks human PI4K2A kinase activity | AID 1346378 | Q9BTU6 | 420,000 tested, 0.13% active | activity change, negative = inhibition, % at 76.9 µM | purified PI4K2A, ADP-Glo luminescence, 1 h; hits give low values; in the data active = activity change below about -50%; inconclusive = mostly about -30% to -49%;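 also: -100% = wells without enzyme as full effect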
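PI4K2A activity was measured by ADP-Glo luminescence: enzyme (4 ug/mL stock) and phosphatidylinositol (1.2 mM stock) in Tris pH 7.5/MgCl2/EGTA/Triton X-100 buffer were reacted with ATP (300 microM stock) for one hour at ambient temperature.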
* = called active by the depositor; i = inactive; ? = inconclusive; nt = no result given; [ ] = another dose, or the depositor's remark. Unless noted, calls follow the shape of the dose curve; as a rule, active = well fitted curve in the direction sought with a large enough effect; inconclusive = small, poorly fitted or top-dose-only effect, or another doubt; inactive = no such curve, though single readings can be large; an effect the other way counts as inactive or inconclusive. The list is partial, so the mix of outcomes need not match the whole.

SMILES	G9a block	JMJD2A Tudor inh	HP1b chromo inh	GLS inhibitor	PGK inhibitor	Pin1 inhibitor	BAZ2B block	POLH inh	PI4K2A block
NC(=O)c1ccc(Oc2ccc(-c3nnco3)cc2)c([N+](=O)[O-])c1	-10%	0%	8%	5%	-3%	-6%	6%	1%	-2
CCCCNC(=O)C1(O)c2cc(Br)ccc2NC(=O)N1c1cccc(OC)c1 (stereo not drawn)	6%	-3%	7%	-6%	1%	0%	-2%	0%	-2
Cc1ncc([N+](=O)[O-])n1S(=O)(=O)c1ccc2c(c1)OCCO2	nt	-3%	17%[57 µM]	0%	0%	-2%	nt	5%	1
O=C(NC1CCCCC1)N1CCN(C2CCCCC2)CC1	4%[59 µM]	-6%	0%	3%	-6%	-9%	9%	?	-10
COc1cccc(CNC(=O)c2ccc(OCC(=O)N3CCOCC3)c(OC)c2)c1	-38%	-12%	10%	-3%	3%	-2%	5%	3%	-2
CCOc1ncccc1C(=O)N(C)CC(=O)Nc1ccc(C)cc1	?	-17%	21%	0%	-5%	-5%	-3%	0%	16
Cc1cc(C)c2oc(C(=O)Nc3sc4c(c3C(=O)NCc3ccco3)CCCC4)cc(=O)c2c1	-21%[59 µM]	-12%	23%	0%	-12%	-2%	-3%	-15%	-9
Cc1cc(C(F)F)n2nc(C(=O)Nc3cccc(Cl)c3C)nc2n1	9%[59 µM]	-4%	30%	-1%	i	2%	-2%	-16%	-6
CS(=O)(=O)N1CCc2cc(S(=O)(=O)Nc3ccc4c(c3)OCCO4)ccc21	-43%	-25%	21%	10%	nt	?	5%	-9%	7
COc1cccc(CNc2nc3ccccc3n2CCN2CCCCC2)c1	?	-20%	19%	25%	-5%	0%	-5%	-10%	3
C=CCOC(=O)Nc1c(C(=O)OC)[nH]c2ccc(Cl)cc12	?	-24%	42%[activator]	11%	-2%	7%	4%	-9%	-8
CCC(=O)Nc1ccc(S(=O)(=O)N2CCc3ccccc32)cc1	-5%	-18%	31%	1%	i	-4%	0%	-24%	-2
CCCc1cc(=O)oc2cc(C)cc(OCC(=O)Nc3cccnc3)c12	41%	-19%	50%	1%	-8%	1%	-3%	-3%	-11
COc1ccc2oc(C(F)(F)C(F)F)cc(=O)c2c1	15%	-4%	61%[activator]	2%	-3%	5%	8%	-18%	-3
O=S(=O)(CCNCc1ccccc1)NC1CCCCC1	nt	-13%	21%	12%	-8%	-2%	nt	-16%	1
Cc1ccc(C(=O)NCC(=O)NCCCc2ccccc2)cc1	-7%	-5%	11%	4%	-7%	14%	-10%	-9%	0
Cc1nc(C)c(-c2csc(Nc3ccc(O)cc3C)n2)s1	-1%[59 µM]	-30%	15%	53%[activator]	-8%	-1%	-5%	-12%	4
Cc1cccc(/C=C(\c2nc3ccccc3[nH]2)S(=O)(=O)c2ccccc2)c1	-10%	-24%	27%	0%	-1%	-4%	3%	-5%	-10
Cn1c(OCc2cccnc2)nc2c1c(=O)n(Cc1ccc(Cl)cc1)c(=O)n2C	nt	-35%	20%	nt	-3%	-3%	nt	8%	-4
COc1cccc(CN2CCNC(=O)C2CC(=O)NCCn2ccc3ccccc32)c1OC (stereo not drawn)	40µM*	?	12%	-1%	nt	-4%	?	-5%	3
Cc1ccnc(NS(=O)(=O)c2ccc(NC(=O)COc3ccccc3)cc2)n1	-2%	-12%	10%	12%	5%	-3%	-11%	6%	2
CC1CCN(C(=O)c2ccc(S(=O)(=O)Cc3ccccc3F)c([N+](=O)[O-])c2)CC1	-6%	-20%	-12%	5%	-14%	-8%	-4%	-12%	-4
O=C(NCC1CCCO1)C(c1ccc(F)cc1)N(Cc1ccc(F)cc1)C(=O)Cn1nnc(-c2cccs2)n1 (stereo not drawn)	-4%[59 µM]	-17%	21%	-1%	i	4%	1%	8%	-2
O=C(O)CCC(=O)Nc1ccc(Br)cc1C(=O)c1ccccc1	nt	1%	17%	-3%	10%	-3%	3%	-1%	0
CC(=O)c1cn(CCCCCCCn2cc(C(C)=O)c(=O)[nH]c2=O)c(=O)[nH]c1=O	10%	-12%	34%	4%	-6%	27%	3%	-16%	5
O=C(COc1ccccc1Cl)Nc1cccnc1	nt	-10%	25%	0%	-2%	-9%	9%	3%	-3
O=C(COC(=O)/C=C/c1ccc([N+](=O)[O-])cc1)NCc1ccco1	10%	-11%	19%	-13%	i	-5%	2%	-7%	0
Cn1ccc2cc(S(=O)(=O)N3CCCC(C(=O)NCc4ccc(F)cc4)C3)ccc21 (stereo not drawn)	3%[59 µM]	-18%	10%[57 µM]	-9%	10%	0%	-2%	-16%	-11
COC(=O)c1ccc(N=NNc2cccc(Br)c2)cc1	-1%[59 µM]	-14%	5%	-20%	-7%	-1%	-10%	-24%	0
COc1ccc(C2C(=O)N(C3CCCCCC3)CC(=O)N2Cc2ccc(C)cc2)cc1 (stereo not drawn)	-22%[59 µM]	-14%	35%	-25%	-6%	2%	-2%	11%	5

3 entries already listed, sorted by the number in JMJD2A Tudor inh, largest number first.
SMILES	G9a block	JMJD2A Tudor inh	HP1b chromo inh	GLS inhibitor	PGK inhibitor	Pin1 inhibitor	BAZ2B block	POLH inh	PI4K2A block
O=C(COC(=O)/C=C/c1ccc([N+](=O)[O-])cc1)NCc1ccco1	10%	-11%	19%	-13%	i	-5%	2%	-7%	0
CC(=O)c1cn(CCCCCCCn2cc(C(C)=O)c(=O)[nH]c2=O)c(=O)[nH]c1=O	10%	-12%	34%	4%	-6%	27%	3%	-16%	5
COc1ccc(C2C(=O)N(C3CCCCCC3)CC(=O)N2Cc2ccc(C)cc2)cc1 (stereo not drawn)	-22%[59 µM]	-14%	35%	-25%	-6%	2%	-2%	11%	5

Remaining list, next part.
SMILES	G9a block	JMJD2A Tudor inh	HP1b chromo inh	GLS inhibitor	PGK inhibitor	Pin1 inhibitor	BAZ2B block	POLH inh	PI4K2A block
CCOC(=O)c1c(NC(=O)c2cc(-c3ccc(OC)cc3)on2)sc(C)c1C	8.9µM*	14%	-4%	-3%	-1%	-9%	-1%	-7%	1
CC(C)c1nc(N2CCN(C(=O)c3ccccc3)CC2)c(C#N)c2c1COC(C)(C)C2	?	-36%	13%	-6%	-8%	-4%	-30%	-6%	2
COc1ccc(CCNC(=O)c2cc([N+](=O)[O-])cc([N+](=O)[O-])c2)cc1OC	-9%	-10%	37%	-5%	-2%	-5%	-22%	-24%	0
CCOc1ccc(C(=O)C(C)OC(=O)c2cnc(C)cn2)cc1 (stereo not drawn)	11%[0.501 µM]	-17%	5%	1%	-10%	-8%	8%	3%	-2
CCOC(=O)C1=C(C)N(C[C@@H]2CC[C@@H](Cc3ccc(-c4ccccc4)cc3)O2)C(=O)NC1c1cccc([N+](=O)[O-])c1 (stereo partly drawn)	nt	-32%	13%	-4%	2%	1%	nt	-13%	-2
O=C(CN1C(=O)NC(Cc2ccccc2)C1=O)NC(=O)NC1CCCCC1 (stereo not drawn)	?	-20%	29%	4%	6%	0%	-5%	-11%	-4
CC(C)n1nc(C(=O)OCC(=O)N(C)C2CCS(=O)(=O)C2)c2ccccc2c1=O (stereo not drawn)	3%	-20%	13%	-29%	-9%	0%	8%	-3%	3
Cc1ccccc1CNC(=O)CCCn1c(=O)c2cccn2c2cccnc21	-1%[59 µM]	-29%	8%	6%	-4%	15%	-25%	-10%	0
CC(C)(C)OC(=O)NCCCC[C@H](NC(=O)c1[nH]cnc1C(=O)Nc1ccc(CNC(=O)OC(C)(C)C)cc1)C(=O)OC(C)(C)C	28%[59 µM]	-24%	46%[activator]	-10%	i	14%	0%	?	-2
CCOC(=O)CSCc1c(C#N)c2ccccc2n1C	6%	1%	45%	4%	-4%	2%	-4%	-6%	7
O=C1CSC(c2ccccc2F)N1 (stereo not drawn)	nt	-6%	1%	-4%	0%	1%	?	-12%	3
COc1cccc(-n2c(SCC(=O)OC(C)C)nnc2-c2cccnc2)c1	-1%[12.7 µM]	-16%	27%	7%	2%	-13%	11%	-16%	-3
CCOc1ccc(CCNC(=O)COC(=O)c2ccc(C)s2)cc1OCC	nt	-7%	22%	6%	3%	-10%	-6%	4%	-1
O=C(N/N=C/c1ccc(-c2ccc(Cl)c(C(=O)O)c2)o1)c1cc2c(ccc3ccccc32)o1	nt	-8%[11.4 µM]	?	?	?	nt	28µM*	11µM*	-6
COc1ccccc1CNC(=O)c1ccc2c(=O)n(CCCN3CCCC3=O)c(=S)[nH]c2c1	9%[59 µM]	-31%	15%	-5%	-4%	-1%	?	5%	4
CCO[C@H]1OC(C(=O)N2CCN(Cc3ccc4c(c3)OCO4)CC2)=C[C@@H](c2ccc(Br)cc2)[C@@H]1CCCO	-5%[59 µM]	?	-12%	3%	-8%	-1%	-36%	-4%	-1
CCn1cc(S(=O)(=O)Nc2cc(F)ccc2C)cn1	26%	-11%	25%	1%	-7%	1%	-17%	-13%	1
COc1ccc(CCN2C(=O)CC(Cc3ccc(C)cc3)C2=O)cc1OC (stereo not drawn)	-2%[0.501 µM]	10µM*	-6%	?	18%	-1%	1%	-21%	2
Cc1nn(C)c(C)c1NS(=O)(=O)c1ccccc1	25%[59 µM]	-6%	20%	9%	0%	1%	7%	-13%	-10
O=C(COC(=O)C1=COCCO1)Nc1ncc(Cl)cc1Cl	?	-17%	18%	-1%	3%	-1%	-30%	?	1
Cc1cccn2c(=O)c3cc(C(=O)N4CCCCC4C)sc3nc12 (stereo not drawn)	6%[12.7 µM]	21%	61%[activator]	-16%	i	-1%	24%	-11%	4

Screening data as filed in PubChem.
